Screens from PubChem.
PLCb3 inh – human PLC-beta3 inhibitors, primary screen, biochemical, fluorescence | Purified PLC-beta3, fluorogenic substrate | inhibition, % at 12.2 µM | 370,000 compounds, 0.18% hits | AID 720704, 2013; in the data active = inhibition above about 11%;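 also: 0% = median of compound wells on plate and 100% = full blocker control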
SIAE inh – human SIAE inhibitors, primary screen, biochemical, fluorescence polarization, FP-Rh probe, 1536-well HTS; SIAE FP-Rh probe binding; inhibition, % at 9.66 µM; 370,000 compounds, 0.69% hits;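 active = inhibition above a cutoff: mean of compounds within the control limits plus 3 SD of those, cut at about 17% in these data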;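 also: 0% = plate median of compound wells and 100% = probe without SIAE protein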
Target sequence (Q9HAT2 whole entry, looked up): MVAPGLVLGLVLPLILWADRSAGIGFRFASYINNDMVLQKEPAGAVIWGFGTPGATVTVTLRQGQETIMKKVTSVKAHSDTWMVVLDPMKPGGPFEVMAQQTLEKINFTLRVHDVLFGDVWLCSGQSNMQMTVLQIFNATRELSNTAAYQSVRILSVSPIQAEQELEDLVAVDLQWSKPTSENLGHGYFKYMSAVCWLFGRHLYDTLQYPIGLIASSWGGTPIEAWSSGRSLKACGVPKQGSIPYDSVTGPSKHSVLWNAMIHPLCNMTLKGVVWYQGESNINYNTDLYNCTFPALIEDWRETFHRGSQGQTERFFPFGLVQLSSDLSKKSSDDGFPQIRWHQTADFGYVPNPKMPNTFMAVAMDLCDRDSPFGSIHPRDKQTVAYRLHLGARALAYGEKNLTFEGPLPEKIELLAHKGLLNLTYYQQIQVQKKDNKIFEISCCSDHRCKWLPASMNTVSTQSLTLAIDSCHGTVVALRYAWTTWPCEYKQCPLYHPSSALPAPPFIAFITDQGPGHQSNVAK
TDP2 inh – human TDP2 enzyme inhibitors, primary screen, biochemical, epi absorbance, recombinant enzyme; Tyrosyl-DNA phosphodiesterase 2 (Homo sapiens), O95551; T5PNP hydrolysis, p-nitrophenol absorbance 415 nm; inhibition, % at 12.8 µM; 370,000 compounds, 0.34% hits;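 active = inhibition above the mean of all tested compounds plus 3 SD, set per campaign, cut at about 25% in these data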;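 also: 0% = DMSO with enzyme and 100% = buffer with substrate but no TDP2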
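System: recombinant human TDP2 / Amount: 120 nM TDP2 per well / Also added: 5 mM T5PNP chromogenic substrate / Doses: 12.8 µM single point, 1% DMSO / Incubation: 2 h at 37 °C / Detection: p-Nitrophenol epi absorbance / Evaluation: % inhibition relative to enzyme-containing and enzyme-free wells / Repeats: singlicate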
PLCg1 inh – PLC-gamma1 enzyme inhibitors, primary screen, biochemical, fluorescence, purified enzyme. fluorogenic substrate. 1-phosphatidylinositol 4,5-bisphosphate phosphodiesterase gamma-1 (Homo sapiens), P19174. inhibition, % at 12.2 µM. 370,000 compounds, 0.84% hits; in the data active = inhibition above about 9.5%
DDE Tn6 FP inh – inhibitors of Tn6 peptide binding to fibrin DD(E), primary screen, biochemical, fluorescence polarization, human fibrin, Tn6 probe | Fibrinogen beta chain (Homo sapiens), P02675 | Fibrin DD(E) TRITC-Tn6 fluorescence polarization displacement | 370,000 compounds, 0.21% hits | inhibition, % at 8.3 µM | AID 720509, 2013;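 active = inhibition above a per-campaign cutoff: mean of compounds within control limits plus 3 SD, cut at about 15% in these data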;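 also: 0% = median of all compound wells on the plate and 100% = blocking peptide control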
ADAM10 inh – human ADAM10 inhibitors, primary screen, biochemical, QFRET, HTS; Disintegrin and metalloproteinase domain-containing protein 10 (Homo sapiens), O14672; recombinant ADAM10, EDANS/DABCYL FRET peptide cleavage, 3 h; inhibition, % at 7 µM; 370,000 compounds, 0.62% hits; AID 720582, 2013;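 active = inhibition above a per-campaign cutoff equal to the mean of compounds falling between control-based bounds plus 3 SD, cut at about 20% in these data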;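 also: 0% = DMSO wells while the 100% control is not disclosed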
Target sequence (O14672 214-748 limits assumed): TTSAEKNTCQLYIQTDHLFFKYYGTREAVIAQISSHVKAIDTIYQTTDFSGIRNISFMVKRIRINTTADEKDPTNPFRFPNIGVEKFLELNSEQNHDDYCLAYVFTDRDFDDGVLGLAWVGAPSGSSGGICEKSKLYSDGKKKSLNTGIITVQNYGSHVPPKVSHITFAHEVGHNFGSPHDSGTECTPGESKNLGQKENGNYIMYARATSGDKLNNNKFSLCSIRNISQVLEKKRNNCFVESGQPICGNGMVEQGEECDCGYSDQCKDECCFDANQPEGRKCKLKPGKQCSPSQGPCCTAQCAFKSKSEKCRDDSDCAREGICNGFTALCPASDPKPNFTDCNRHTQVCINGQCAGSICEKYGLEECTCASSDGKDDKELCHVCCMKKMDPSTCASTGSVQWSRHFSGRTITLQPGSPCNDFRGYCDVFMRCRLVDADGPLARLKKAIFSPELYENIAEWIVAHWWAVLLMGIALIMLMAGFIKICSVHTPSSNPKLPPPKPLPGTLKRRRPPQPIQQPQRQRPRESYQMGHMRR
ADAM17 inh – ADAM17 inhibitors, primary screen, biochemical, QFRET; Disintegrin and metalloproteinase domain-containing protein 17 (Homo sapiens), P78536; recombinant ADAM17, EDANS/DABCYL FRET peptide cleavage; inhibition, % at 6.95 µM; 370,000 compounds, 0.83% hits; AID 720648, 2013;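 active = inhibition above the mean of compounds lying between control limits plus 3 SD, set per campaign, cut at about 8.5% in these data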;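 also: 0% = DMSO-only wells as the low control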
ARFGAP1 inh – inhibitors of rat ARFGAP1 GAP activity, primary screen, biochemical, fluorescence polarization, GDP tracer; ADP-ribosylation factor GTPase-activating protein 1 (Rattus norvegicus), Q62848; Arfgap1-stimulated ARF1 GTP hydrolysis, GDP FP detection; inhibition, % at 16.5 µM; 360,000 compounds, 0.26% hits; AID 651572, 2012;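 active = inhibition above a per-plate limit, mean inhibition of low control wells plus 3 SD, cut at about 25% in these data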;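 also: 0% = DMSO wells with enzyme and 100% = wells lacking Arfgap1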
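Replicates: Single well per compound | Assay system: Truncated rat Arfgap1 GAP domain | Control set: No-Arfgap1 wells (100%) versus DMSO full-reaction wells (0%) | Times: Enzyme reaction 120 min at 25 °C after 20 min preincubation | Reagent: Human ARF1(Δ1-17)-GTP substrate | Measured by: Tracer-displacement fluorescence polarization with EDTA stop, 620/688 nm | Measure: Percent inhibition of Arfgap1-stimulated GTP hydrolysis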
ASAP1 inh – inhibitors of human ASAP1 ArfGAP activity, primary screen, biochemical, fluorescence polarization | AID 624377, 2012 | Arf-GAP with SH3 domain, ANK repeat and PH domain-containing protein 1 (Homo sapiens), … | 360,000 compounds, 0.19% hits | ASAP1-stimulated ARF1 GTP hydrolysis, GDP FP detection | inhibition, % at 16.5 µM; in the data active = inhibition above about 25%;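 also: 0% = vehicle with enzyme and substrate and 100% = no enzyme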
DDE Tn7 FP inh – inhibitors of Tn7 peptide binding to fibrin DD(E), primary screen, biochemical, fluorescence polarization, human fibrin, Tn7 probe; Fibrinogen beta chain (Homo sapiens), P02675; FP displacement of FITC-Tn7 peptide from fibrin DD(E); 0% = median of compound wells per plate; inhibition, % at 8.3 µM; 370,000 compounds, 0.13% hits;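 active = inhibition above the mean of compounds falling within the control limits plus 3 SD of them, cut at about 14% in these data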;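 also: 0% = plate median of compound wells and 100% = 10 µM Aha-Tn7 peptide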
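Also added: labelled Tn7 tracer, 0.1 µM; Assay system: human fibrin DD(E) protein; Amount: 2 µM fibrin DD(E); Schedule: 10 min compound pre-incubation, 3 h probe incubation at room temperature; Repeats: one replicate per compound; Read-out basis: percent inhibition; Measured by: fluorescence polarization of the labelled Tn7 tracer.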
Starred values were filed as active, the others as inactive; . = no result given.

SMILES	PLCb3 inh	SIAE inh	TDP2 inh	PLCg1 inh	DDE Tn6 FP inh	ADAM10 inh	ADAM17 inh	ARFGAP1 inh	ASAP1 inh	DDE Tn7 FP inh
CCc1nc2ccc(C(=O)N(C)CC(=O)Nc3ccc(Cl)c(C(F)(F)F)c3)cc2nc1CC	-3	-15	-4	0	9	-3	1	2	5	1
COc1cccc(NC(=O)C2CCN(Cc3cnn(-c4ccccc4)c3-n3cccc3)CC2)c1	0	8	0	3	-1	-5	0	3	-4	5
O=C(CCN1C(=O)COc2ccccc21)N1CCCCC1	1	-6	7	1	6	-3	-4	0	9	2
COc1ccc(OC)c(Nc2nc(-c3c(C)nc4ncccn34)cs2)c1	-25	4	2	-16	-2	-23	-6	10	6	-5
CCC(=NNC(=O)c1ccc2c(c1)nc(C)n2CC)c1cc(F)ccc1O	-14	6	4	0	1	-27	-1	6	5	4
CC1(C(=O)NCC2CC2)Cc2c(-c3cccc(C(F)(F)F)c3)ccnc2O1 (stereo not drawn)	3	2	-3	6	2	8	4	9	-2	-6
COc1cccc(CNC(=O)COC(=O)c2c(NC(C)=O)sc(C)c2C)c1	2	-1	6	2	-7	7	0	5	-3	5
CCCc1cc(SCC(=O)Nc2c(C)n(C)n(-c3ccccc3)c2=O)n2c(nc3ccccc32)c1C#N	-156	-1	-19	-95	-9	-12	-6	1	-1	-4
CC(C)Cn1c(N)c(C(=O)CSc2nncs2)c(=O)n(C)c1=O	-5	1	4	2	1	-12	-4	11	-7	6
Cc1cc(NC(=O)c2cc3ccccc3o2)no1	-37	1	1	-23	-5	-14	-1	-6	-18	-1
Clc1ccc(CSc2nncn2-c2ccccn2)cc1	3	-3	-1	0	2	1	1	6	-12	-13
CCc1nc2c(OCc3ccccc3C)cccn2c1N(C)C(=O)C(C)C	1	2	-8	4	4	4	0	13	11	-4
CCC(C(=O)Oc1c(C(C)C)cccc1C(C)C)c1ccccc1 (stereo not drawn)	1	3	3	-1	-6	79*	5	10	-8	1
O=C(Nc1ccc(Br)cn1)c1cccc2ccccc12	-38	6	16	-19	-5	-1	1	2	0	5
N/C(=N\OC(=O)CC1CCCCC1)c1ccccn1	0	0	8	-3	2	4	-2	8	-2	8

6 entries from above, ordered by the value under SIAE inh, descending.
| smiles | PLCb3 inh | SIAE inh | TDP2 inh | PLCg1 inh | DDE Tn6 FP inh | ADAM10 inh | ADAM17 inh | ARFGAP1 inh | ASAP1 inh | DDE Tn7 FP inh |
| --- | --- | --- | --- | --- | --- | --- | --- | --- | --- | --- |
| CCC(=NNC(=O)c1ccc2c(c1)nc(C)n2CC)c1cc(F)ccc1O | -14 | 6 | 4 | 0 | 1 | -27 | -1 | 6 | 5 | 4 |
| CCC(C(=O)Oc1c(C(C)C)cccc1C(C)C)c1ccccc1 (stereo not drawn) | 1 | 3 | 3 | -1 | -6 | 79* | 5 | 10 | -8 | 1 |
| CCc1nc2c(OCc3ccccc3C)cccn2c1N(C)C(=O)C(C)C | 1 | 2 | -8 | 4 | 4 | 4 | 0 | 13 | 11 | -4 |
| Cc1cc(NC(=O)c2cc3ccccc3o2)no1 | -37 | 1 | 1 | -23 | -5 | -14 | -1 | -6 | -18 | -1 |
| COc1cccc(CNC(=O)COC(=O)c2c(NC(C)=O)sc(C)c2C)c1 | 2 | -1 | 6 | 2 | -7 | 7 | 0 | 5 | -3 | 5 |
| CCc1nc2ccc(C(=O)N(C)CC(=O)Nc3ccc(Cl)c(C(F)(F)F)c3)cc2nc1CC | -3 | -15 | -4 | 0 | 9 | -3 | 1 | 2 | 5 | 1 |

Further compounds:
SMILES	PLCb3 inh	SIAE inh	TDP2 inh	PLCg1 inh	DDE Tn6 FP inh	ADAM10 inh	ADAM17 inh	ARFGAP1 inh	ASAP1 inh	DDE Tn7 FP inh
O=C(/C=C/[C@H]1O[C@@H](n2ccc(=O)[nH]c2=O)[C@H](O)[C@@H]1O)NC(c1ccccc1)c1ccccc1	0	0	-1	0	1	-8	-4	0	3	-6
Cc1cccc(N2CC(C(=O)Nc3nnc(SCC(=O)Nc4nccs4)s3)CC2=O)c1 (stereo not drawn)	-4	-19	1	-2	4	1	-7	4	-5	9
CCOc1ccc(-c2nnn(CC(=O)Nc3cc(OC)cc(OC)c3)n2)cc1OCC	-2	-8	-4	0	2	4	-2	2	2	0
OC(c1ccccc1)(c1ccccc1)C1CCN(CCCOc2cccc(C(F)(F)F)c2)CC1	2	3	-2	2	-2	13	9.9*	-10	-10	-1
CC1=C(C(=O)O)N2C(=O)C(NC(=O)c3ccccc3Cl)C2SC1 (stereo not drawn)	-3	2	2	0	-3	-1	-4	-6	-2	2
O=C(NNC1=C(C(=O)C(F)(F)F)CCC1)c1ccc(Br)cc1	-2	0	5	-3	-1	2	1	-1	-3	-4
CCC(=O)Nc1cccc(NC(=O)c2ccc(C)cc2Cl)c1	-236	-9	0	0	-6	-1	-2	6	-8	0
CCOc1ccc(C2SCC(=O)N2c2c(C)n(C)n(-c3ccccc3)c2=O)cc1 (stereo not drawn)	3	-1	-3	4	-5	7	4	-3	0	0
CCN(CC)C(=O)CC[C@H]1CC[C@]2(CCCN(C3CCCCC3)C2)O1	2	1	3	2	-8	7	3	.	.	-5
N#Cc1c(N)[nH]c(=S)c(C#N)c1-c1ccccc1	-24	-11	-2	-12	1	-56	-12	7	-1	-1
O=C(Cn1cnc2c(oc3ccccc32)c1=O)NCCc1ccccc1	-1	-7	-3	-4	-5	7	-3	-9	6	6
COCCn1c(SCC(=O)N2CCCC2=O)nnc1-c1ccncc1	-1	7	5	2	8	-16	-7	2	1	6
COc1ccc(CN(CC(=O)NCCC(C)C)C(=O)CCC(=O)Nc2nccs2)cc1	-6	-13	-6	0	-7	4	-8	2	6	1
O=C(NCCNC(=O)c1ccccc1Cl)c1ccco1	-8	5	-14	-1	-3	-9	0	12	6	-3
Cc1c(Cl)cccc1NC(=S)N1CCC(C(N)=O)(N2CCCCC2)CC1	5	-1	6	1	7	2	2	0	-6	2

Profiles, looked up by structure. Order of screens: PLCb3 inh | SIAE inh | TDP2 inh | PLCg1 inh | DDE Tn6 FP inh | ADAM10 inh | ADAM17 inh | ARFGAP1 inh | ASAP1 inh | DDE Tn7 FP inh
Shown for O=C(Cn1cnc2c(oc3ccccc32)c1=O)NCCc1ccccc1 = -1 | -7 | -3 | -4 | -5 | 7 | -3 | -9 | 6 | 6
Shown for CCOc1ccc(-c2nnn(CC(=O)Nc3cc(OC)cc(OC)c3)n2)cc1OCC = -2 | -8 | -4 | 0 | 2 | 4 | -2 | 2 | 2 | 0
Shown for COc1ccc(CN(CC(=O)NCCC(C)C)C(=O)CCC(=O)Nc2nccs2)cc1 = -6 | -13 | -6 | 0 | -7 | 4 | -8 | 2 | 6 | 1

(further entries)
SMILES	PLCb3 inh	SIAE inh	TDP2 inh	PLCg1 inh	DDE Tn6 FP inh	ADAM10 inh	ADAM17 inh	ARFGAP1 inh	ASAP1 inh	DDE Tn7 FP inh
Nc1nc(OCC(F)(F)F)cc(Oc2ccccc2F)n1	0	-4	2	0	-6	3	-4	1	-5	-5
O=C(NC(=S)N1CCN(c2ccc([N+](=O)[O-])cc2)CC1)c1ccc(F)cc1	-2	9	2	0	7	4	4	8	-3	1
Cc1ccc(CNC(=O)CCS(=O)(=O)c2cc3c(cc2Cl)NC(=O)CO3)cc1	-2	9	-12	6	1	9	1	-5	-21	6
O=C(OC(C(=O)NCC1CCCO1)c1ccccc1F)c1ccco1 (stereo not drawn)	0	-1	1	-3	5	-2	-7	2	4	0
COc1cccc(/C=N/NC(=O)Cn2nc(C)c([N+](=O)[O-])c2C)c1O	-1	2	-12	1	0	2	2	0	-5	-3
Cc1ccc(S(=O)(=O)N(C)c2ccc3ccccc3c2)cc1	2	4	-2	0	9	5	6	-11	-17	4
CN(CCOc1ccccc1)C(=O)C1CCC(=O)N(CCN2CCOCC2)C1 (stereo not drawn)	-3	1	-18	2	-6	-20	1	3	-3	-6
Cc1ccc(NC(=O)CCn2cnc3ccccc3c2=O)cc1Cl	4	4	3	-2	3	8	-3	2	-7	-1
O=C(NCc1ccc(N2CCCC2=O)cc1)c1ccc(F)cc1	-1	-2	-3	2	-1	-3	-6	-4	6	1
Cc1ccc(NC(=O)CCC(C(=O)O)N2C(=O)c3ccccc3C2=O)cc1 (stereo not drawn)	1	3	8	-2	1	-4	-4	0	-1	5
CCC(C)NC(=O)c1ccc(NS(=O)(=O)c2ccc3[nH]c(=O)[nH]c3c2)cc1 (stereo not drawn)	-12	-4	-8	0	0	-1	-5	1	1	2
Cc1ccc(C(=O)/C=C/c2c[nH]c3ccccc23)cc1	-192	7	-17	-173	-6	-21	-10	2	-9	-4
Cc1cc(C(=O)CN2C(=O)C(=O)N(Cc3ccccc3)C2=O)c(C)n1Cc1ccc(F)cc1	-11	-3	7	-5	7	0	-6	0	9	1
COc1cc(CCC(=O)Nc2cc(C)cc(C)c2)cc(OC)c1OC	3	7	-4	3	2	6	2	-1	-6	-6
